Pf growth 48h: P. falciparum growth inhibition at 48 hours (one generation); P. falciparum luciferase growth in erythrocytes, 48 h; Potency, µM (series often up to 28.7 µM), without a hit: at the highest dose activity change, negative = inhibition, usual class: inhibitors; 310,000 compounds, 5.9% hits; also: potency is read from the fitted curve at half-maximal effect; % is scaled to controls: 0 for no effect and ±100 for the full control effect
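Parasite viability was followed by luminescence of a genomically integrated firefly luciferase. Cultures held 0.1% parasitemia at 2% hematocrit (final), incubated under 5% CO2 at 37 C.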
Pf growth 96h: inhibits malaria parasite growth, 96 h. AID 504834. P. falciparum luciferase reporter growth, 96 h. Potency, µM (titrated, usually from 28.7 µM), inactives show at the top dose activity change, negative = inhibition, most hits filed as inhibitors. 320,000 compounds, 6.9% hits; also: potency is read from the fitted curve at half-maximal effect; % is scaled to controls: 0 for no effect and ±100 for the full control effect
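P. falciparum expressing integrated firefly luciferase, in erythrocytes at 2% hematocrit, 0.05% parasitemia, incubated with compounds 96 h at 37 C, 5% CO2. Growth inhibition read as loss of luminescence; two-generation exposure targets delayed-death apicoplast inhibitors.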
Shiga toxin inh: inhibitors of Shiga toxin in Vero cells. Vero cells, Shiga toxin protein synthesis inhibition reporter. inhibition, % at 38.7 µM. 290,000 compounds, 9.2% hits; in the data active = inhibition mostly above about 28%, no sharp cut-off; inactive = mostly below about 43%; also: 0% is about no effect
Tb PYK inh: blocks Trypanosoma brucei pyruvate kinase. AID 624173. Q57TT1. Potency, µM (series often up to 76.8 µM), for inactives: at the highest dose activity, negative = inhibition, most hits filed as inhibitors. 410,000 compounds, 0.12% hits. TbPYK enzyme, Kinase-Glo Plus ATP luminescence, 45 min; also: potency is read from the fitted curve at half-maximal effect; % is scaled to controls: 0 for no effect and ±100 for the full control effect; nearly all actives have a fitted effect of over 50% in size
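Luminescence from Kinase-Glo Plus, added after a 45-minute room-temperature reaction, served as the end-point read-out. The enzyme and substrate were preincubated with compound before ADP (130 uM final) initiated turnover. Concentration-effect curves came from normalized qHTS data.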
AMA1-RON2 inh: inhibitors of Plasmodium falciparum AMA1-RON2 interaction; Potency, µM (top dose mostly 58.2 µM), inactives show top-dose activity change, negative = inhibition, hits mostly inhibitors; AlphaScreen AMA1-biotinylated RON2 peptide binding; 360,000 compounds, 0.2% hits; AID 720542;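 also: potency is read from the fitted curve at half-maximal effect; 0% = vehicle wells and -100% = peptide control; nearly all actives have a fitted effect of over 45% in size; some results filed as inactive show a strong effect at the top dose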
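AMA1 (3D7) with his tag at 25 nM final met compounds first, then biotinylated RON2 peptide at 25 nM; detection used donor plus acceptor beads, 10 µg/mL apiece, read by AlphaScreen after 30 min at room temperature.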
LmPK inhibitor: inhibitors of Leishmania mexicana pyruvate kinase | purified LmPK, Kinase-Glo ATP luminescence, 1 h | Potency, µM (top dose mostly 57.5 µM), without a hit: at the highest dose activity change, negative = inhibition, usual class: inhibitors | 290,000 compounds, 0.37% hits | AID 1721; also: potency is read from the fitted curve at half-maximal effect; % is scaled to controls: 0 for no effect and ±100 for the full control effect
Target sequence (Q27686 whole entry, looked up): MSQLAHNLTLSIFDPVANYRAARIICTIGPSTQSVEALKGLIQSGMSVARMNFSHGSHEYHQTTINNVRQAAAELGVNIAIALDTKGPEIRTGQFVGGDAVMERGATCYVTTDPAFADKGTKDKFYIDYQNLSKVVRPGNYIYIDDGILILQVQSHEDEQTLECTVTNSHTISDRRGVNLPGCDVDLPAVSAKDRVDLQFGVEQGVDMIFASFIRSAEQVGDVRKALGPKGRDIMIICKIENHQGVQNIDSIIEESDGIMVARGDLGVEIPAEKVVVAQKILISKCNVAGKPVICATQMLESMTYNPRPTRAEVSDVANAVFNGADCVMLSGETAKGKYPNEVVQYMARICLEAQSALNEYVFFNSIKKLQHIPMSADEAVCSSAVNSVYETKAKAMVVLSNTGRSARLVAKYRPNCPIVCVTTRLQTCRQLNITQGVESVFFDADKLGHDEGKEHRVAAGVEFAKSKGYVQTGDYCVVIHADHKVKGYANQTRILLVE
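Purified LmPK (0.1 nM) with 0.5 mM PEP and 0.1 mM ADP in imidazole buffer pH 7.2 with MgCl2/KCl, 1 h at room temperature. ATP formed was read by luciferase luminescence and normalized to no-enzyme and uninhibited controls.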
Cycloheximide cs: affects cycloheximide protein synthesis inhibition readout, counter-screen; cell reporter, cycloheximide protein synthesis inhibition counterscreen; max response, %; 300,000 compounds, 12% hits; AID 2314; in the data active = max response mostly above about 13%, no sharp cut-off; inactive = mostly below about 14%; also: read at 38.3 µM for the half of the compounds with a filed dose; 0% is about no effect
* hit, by the source's call; u = inconclusive; x = not tested or not shown; & = joins results of further samples; [ ] = another dose, or the depositor's remark. Unless noted, calls follow the shape of the dose curve; as a rule, active = well fitted curve in the direction sought with a large enough effect; inconclusive = small, poorly fitted or top-dose-only effect, or another doubt; inactive = no such curve, though single readings can be large; an effect the other way counts as inactive or inconclusive. Compounds as they come; overall some 21% were active at least once.

SMILES	Pf growth 48h	Pf growth 96h	Shiga toxin inh	Tb PYK inh	AMA1-RON2 inh	LmPK inhibitor	Cycloheximide cs
O=S(=O)(NCc1nnc2c(C(F)(F)F)cc(Cl)cn12)c1ccccc1	15.9%	6.9%	-5.3	3.8%	2.7%	-2.0%	-3.9
Cc1nc2ccccc2c(=O)n1NC(=O)c1c(O)c2ccccc2n(C)c1=O	-1.1%	7.2%[5.75 µM]	2.6	x	x	-5.0%	12.4
CSc1ccccc1NC(=O)c1noc2c1CCC2	13.1µM*	x	99.7*	-11.7%	-8.4%	-9.3%	38.0*
O=C(NCCCc1ccncc1)C1CCC(=O)N(Cc2cccc(C(F)(F)F)c2)C1 (configuration not stated)	-5.7%	16.9%	-7.6	-4.8%	1.3%	-13.0%	-2.2
O=C(O)c1ccc(-c2ccccc2C(F)(F)F)o1	-8.0%	-16.8%	-7.1	0.1%	-0.5%	-7.0%	-2.4
Cc1nc2ccccc2c(=O)n1N(c1ccccc1)c1ccccc1	u	4.0%	10.1	6.8%	-4.0%	0.3%	-4.5
c1ccc(-c2[nH]ncc2-c2nc3ccccc3[nH]2)cc1	0.3%	27.8%	-0.5	-6.4%	-1.2%	7.0%	-1.7
NC(=O)CSc1nc(-c2ccccc2Cl)ns1	128.9%[activator]	-0.8%	18.6*	-10.4%	2.3%	-20.2%	44.8*
COc1ccc(NC(=O)c2sc(NC(=O)C3CC3)nc2C)cc1	12.7%	-16.8%	0.6	2.8%	-2.8%	-8.2%	3.2
CC(=O)Nc1cc(NC(C)=O)cc(C(=O)OCC(=O)N(c2ccccc2)C2CCS(=O)(=O)C2)c1 (configuration not stated)	-1.9%	-27.5%	x	-5.3%	5.0%	x	x
CCn1c(COc2ccccc2)nnc1SCC(=O)NC1CC1	u	-12.1%	-2.1	-6.4%	0.0%	-0.2%	-0.5
Cc1ccc(N2C(=O)CC(Cn3nc(C)cc3C)C2=O)cc1 (configuration not stated)	-3.5%	4.3%	-6.3	-7.1%	-0.6%	2.9%	-1.8
Cc1ccc2c(c1)c1nc3ccccc3nc1n2C	0.0%	2.2%	21.8	3.8%	17.8%	0.0%	19.0*
Cc1nn2c(nc1=O)NNC2(C)C(C)(C)C (configuration not stated)	-6.8%	-7.6%	-8.8	1.6%	36.2%[activator]	-2.7%	10.9
CN(CC(=O)NCc1ccc(Cl)cc1)S(=O)(=O)c1cccs1	23.9%	22.6%	45.6	-1.1%	1.0%	5.9%	10.2*
CCOC(=O)C1CCN(Cc2cnc(Oc3ccc(C(C)(C)C)cc3)s2)CC1	u	-20.4%	7.2	-5.5%	-15.0%	0.8%	-1.9
O=C(Cn1cc([N+](=O)[O-])cn1)NCCc1nc2ccccc2[nH]1	19.0%	9.28µM*	11.4	1.2%	98.4%[activator]	-7.5%	4.1
CC(=O)C1=C(O)C(=O)N(Cc2ccco2)C1c1ccc2c(c1)OCO2 (configuration not stated)	-0.7%	u	-6.9	-1.7%	-6.2%	3.3%	-3.0
O=C(CN1C(=O)CC(c2ccccc2)S(=O)(=O)c2ccccc21)NC1CCCC1 (configuration not stated)	-42.0%	-14.1%	-7.7	2.2%	7.1%	0.1%	-3.9
Cc1ccc2c(CC(=O)NNC(=O)c3ccccc3O)coc2c1	1.7%	u	x	4.9%	80.0%[activator]	x	x
NC(=O)CCS(=O)(=O)c1ccccc1	4.3%	0.2%	-13.7	1.9%	2.6%	-1.4%	-5.2
Cc1ccc(C(=O)Nc2nc(=O)[nH]s2)cc1	72.5%&53.0%[activator]	42.9%&36.4%[activator]	2.4&-4.0	6.4%&-5.4%	-3.7%&-8.9%	-2.0%&-11.1%	4.8&20.3
COc1cccc(CNC(=O)c2ccc(N3CCOCC3)c([N+](=O)[O-])c2)c1	25.3%	24.2%	4.8	-1.6%	-6.0%	0.0%	-2.6
COC(=O)c1cc(NC(=O)CSc2nc(C)cc(=O)[nH]2)cc(C(=O)OC)c1	u	6.6%[5.75 µM]	-9.2	0.9%	-9.3%	-10.5%	-0.7

4 compounds from above with just Pf growth 96h.
| SMILES | Pf growth 96h |
| --- | --- |
| NC(=O)CCS(=O)(=O)c1ccccc1 | 0.2% |
| Cc1ccc(C(=O)Nc2nc(=O)[nH]s2)cc1 | 42.9%&36.4%[activator] |
| COc1cccc(CNC(=O)c2ccc(N3CCOCC3)c([N+](=O)[O-])c2)c1 | 24.2% |
| COC(=O)c1cc(NC(=O)CSc2nc(C)cc(=O)[nH]2)cc(C(=O)OC)c1 | 6.6%[5.75 µM] |

Other entries
SMILES	Pf growth 48h	Pf growth 96h	Shiga toxin inh	Tb PYK inh	AMA1-RON2 inh	LmPK inhibitor	Cycloheximide cs
CCOC(=O)C1CCN(C(=O)C(=O)N2CCC(C(=O)OCC)CC2)CC1	-11.7%	3.6%	7.3	1.3%	13.8%	-4.9%	-2.2
CCCC1Cc2c(sc(NC(=S)NC(=O)c3ccccc3)c2C#N)CO1 (configuration not stated)	3.2%	u	-1.0	x	x	-0.2%	-1.0
O=C(c1cn(-c2ccccc2)nc1-c1ccccc1)n1nnc2ccccc21	11.1%	x	-20.1	0.1%	-1.3%	2.4%	-0.1
COc1ccc(C(=O)NCC(=O)OCC(=O)Nc2c(C)n(C)n(-c3ccccc3)c2=O)cc1	x	-24.2%	-4.1	2.7%	4.3%	-9.6%	-3.1
COc1ccccc1N(C)S(=O)(=O)c1ccc(C(=O)OCC(N)=O)cc1	-19.5%	-29.7%[5.75 µM]	-9.1	5.9%	-3.5%	-2.1%	0.7
Cc1cc(NC(=O)c2cc(-c3cccs3)on2)no1	22.8%	5.7%	114.2*	-8.5%	-4.8%	-1.1%	28.5*
Oc1ccccc1N1CCN(CC(O)COCc2ccccc2Cl)CC1 (configuration not stated)	u	u	-4.8	-13.6%	-1.7%	3.5%	-1.2
CCC1Oc2ccccc2N(CC(=O)N2CCOCC2)C1=O (configuration not stated)	4.4%	7.7%	-2.9	-3.0%	1.2%	-1.0%	-6.4
Cc1ccc(S(=O)(=O)N2CCOCC2)cc1C(=O)NC1CCCCCC1	-19.0%	-6.6%	6.8	-5.5%	3.0%	4.7%	-1.5
CC(=O)N1c2ccccc2NC2=C(C(=O)CC(C)(C)C2)C1c1cccn1C (configuration not stated)	-17.8%	u	-9.7	-4.8%	-12.0%	1.0%	-3.0
CN(C)CCCNC(=O)c1cc(Br)ccc1Cl	x	9.28µM*	-19.8	-3.3%	18.0%	-2.5%	-2.6
Cc1csc(=N)n1-c1ccc(Cl)cc1	133.5%[activator]	45.0%[activator]	176.0*	-6.2%	-5.3%	-3.7%	58.9*
NC(=O)C1CCCN(Cc2c(C(=O)N3CCc4ccccc4C3)nc3ccc(Cl)cn23)C1 (configuration not stated)	u	u	-0.7	5.3%	4.6%	-6.4%	-0.5
CCCCNC(=S)N1CCN(C(c2ccccc2)c2ccccc2)CC1	10.4µM*	16.6%	13.4	4.4%	-1.0%	-6.0%	9.8
CC(C)(C)c1ccc(C(=O)NNc2cc(N3CCOCC3)nc(N3CCOCC3)n2)cc1	11.7µM*	-20.2%	9.5	-4.5%	11.9%	-0.8%	0.8
COc1ccc(CNC(=O)COC(=O)Cc2ccc(Cl)cc2Cl)cc1	14.5%	64.1%	-8.0	8.3%	0.0%	-3.4%	-4.2
Cc1ccc(C)c(S(=O)(=O)N2CCCOC2CNC(=O)C(=O)NC2CC2)c1 (configuration not stated)	1.1%	8.3%	-4.6	-3.2%	-2.4%	-3.5%	2.0
CCc1ccccc1NC(=O)CSc1nnc([C@@H]2CCCN2C(=O)OC(C)(C)C)o1	-8.4%	x	10.9	-0.4%	6.0%	-2.1%	9.4
CCC(C)n1cnc2c(c1=O)c1nc3ccccc3nc1n2Cc1ccc2c(c1)OCO2 (configuration not stated)	3.7µM*	u	12.1	x	x	-2.7%	1.6
COc1ccc2c(c1)N(S(=O)(=O)c1ccccc1)CCC2=O	-16.1%	-29.3%	-4.1	-1.0%	-1.2%[2.32 µM]	0.4%	-1.4
CCNC(=O)NC(=O)COc1ccccc1C#N	77.3%[activator]	x	81.1*	8.3%	-0.2%	-13.0%	36.4*
Cc1nc(Nc2ccccc2)c2oc3ccc(Cl)cc3c2n1	u	u	43.1*	4.1%	4.3%	-0.1%	18.3*
COc1cc(OC)c(OC)cc1CN1CCN(Cc2ccc(SC)cc2)CC1	0.0%	24.0%	9.7	-9.9%	u	-1.4%	6.2
Cc1ccc(S(=O)(=O)NCCc2nnc3ccc(SCC(=O)Nc4nc5ccccc5s4)nn23)cc1	14.3%	11.6%	11.0	x	x	2.3%	1.6
O=C(CSc1nc2ccccc2c(=O)[nH]1)N1CCCCCC1	30.5%[activator]	45.4%[activator]	31.7	2.9%	11.5%	2.9%	22.4
CC(C)C[C@@H](COc1ccccc1)N1CCN(Cc2ccccc2)CCC1=O	u	u	4.4	-4.8%	-12.3%	3.7%	-1.3
CN(C)C1(CNC(=O)C2CCN(S(=O)(=O)c3c(Cl)cccc3Cl)CC2)CCCCC1	u	-7.9%	x	-3.9%	2.7%	x	x
O=C1/C(=C/c2ccncc2)Oc2cc(OS(=O)(=O)c3ccccc3)ccc21	-24.5%	u	22.6	-0.8%	-11.6%	1.9%	3.6
O=C(NNc1ccc(-c2csnn2)cc1)c1cc(Cl)cc(Cl)c1	u	4.7%	26.2	-4.9%	-8.3%	0.4%	-1.4
Clc1ccc(N2CCN(Cc3ccc(Br)o3)CC2)cc1	-18.1%	u	3.2	-20.4%	-26.0%	-2.0%	-2.6
NC(=O)C1CCN(C(=O)CCNS(=O)(=O)c2cc(Br)cnc2N)CC1	25.0%	15.2%	-3.5	-3.1%	-3.0%	-2.0%	-2.2
Cc1cc(C)n(CCC(=O)N=Nc2c(O)[nH]c3ccccc23)n1	4.4%	25.1%	-6.2	-0.2%	-14.4%	-7.0%	0.3
CC(=O)c1cccc(NC(=O)c2oc(C)nc2C)c1	20.9%	0.0%	-31.3	-14.9%	2.2%	0.3%	-5.4
Cc1ccc(N2C(=O)NC(=O)/C(=C\c3ccc([N+](=O)[O-])o3)C2=O)cc1	-3.5%	-19.1%	-16.8	x	x	-17.0%	-2.1
Cc1nn(-c2ccccc2)nc1C(=O)Nc1nnc(C(F)(F)F)s1	0.0%	-11.6%	-2.9	6.5%	1.0%	4.8%	-1.9
COc1cc(C=C2C(=O)NC(=O)NC2=O)ccc1O	45.7%[activator]	-8.3%	-5.0	u	3.6%	-7.1%	-2.9
Cc1cc(N2CCOCC2)nc(SCC(=O)c2ccc(Cl)cc2)n1	u	u	-15.9	2.2%	3.5%	3.5%	-3.3
CN(NS(=O)(=O)c1ccccc1)c1nc2ccccc2nc1C(F)(F)F	x	u	-17.9	-3.1%	7.6%	-6.8%	-2.1
